# Compound activity as filed in PubChem.
# aSyn 5UTR inh = 5' untranslated region of α-synuclein, MLPCN primary screen | alpha-synuclein 5'UTR reporter, inhibitor activity | inhibition, % (tested at 7.5 µM) | actives 0.82% (n = 300,000); in the data active means inhibition above about 60%; inconclusive means no clear call, values can overlap the other calls;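 further: H4 neuroglioblastoma cells stably carrying SNCA 5'UTR luciferase fusion; 0% = DMSO wells and 100% = positive control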
# Platelet DG rel = platelet dense granule release activity | human platelet-rich plasma, SFLLRN dense granule ATP release, luminescence | AID 1663 | actives 0.22% (n = 300,000) | inhibition, %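 (compounds screened at 7.5 µM in platelet-rich plasma)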;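 active means mean replicate score, as percent of positive control, at or above 50; inconclusive means mean below 50 but at least one replicate at or above 50; inactive means mean and every replicate below 50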
# AI-2 QS mod = Vibrio harveyi AI-2 quorum sensing modulation; Vibrio harveyi JMH597 AI-2 luminescence/OD600 ratio, 9 h; hits give low values; strain lacks LuxN and CqsS sensors; 0 = neutral-control median; activity change, % at 7.5 µM; actives 0.4% (n = 300,000); AID 2094; in the data active means activity change below about -75%, passing the limit was not always enough; inconclusive means no clear call, values can overlap the other calls;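 further: luminescence divided by OD600 gain over 9 h not by final OD600 alone; inactives centre near 13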
# HSF1 inhib = HSF1 inhibition | NIH3T3-HGL HSE-luciferase, MG132-induced, luminescence 8 h; hits give low values | AID 2098 | activity change, negative = inhibition, % at 7.5 µM (by protocol) | actives 0.77% (n = 300,000);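 active means more than half of replicate wells show activity change below -50%, luminescence cut by over half; inconclusive means some wells, but at most half, below -50%; inactive means no replicate well below -50%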;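 further: luciferase reports HSF-1 transcriptional activity via heat shock element; 0% = median of DMSO wells and -100% = zero luminescence signal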
# HSP90 inh = blocks HSP90-mediated luciferase refolding in reticulocyte lysate. Rabbit reticulocyte lysate, luciferase refolding luminescence, 3 h. inhibition, % at 5.6 µM. actives 0.91% (n = 290,000). AID 1789;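 active means inhibition above the screen-wide mean plus 3 SD, computed separately per campaign, cut at about 16% in these data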;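 further: 0% = DMSO wells and 100% = 60 µM geldanamycin wells; inhibitors lower the luminescence because luciferase stays unfolded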
# SKKanGAS inh = blocks kanamycin growth of S. pyogenes SKKanGAS strain; actives 1.3% (n = 300,000); inhibition, % at 7.5 µM; AID 1662; BacTiter-Glo, 6 h;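 active means mean replicate score, as percent of positive control median, at least 50; inconclusive means mean below 50 but one replicate at or above 50; inactive means mean and every replicate below 50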;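 further: strain carries kanamycin resistance gene driven by streptokinase promoter and grows in 40 µg/ml kanamycin; loss of luminescence reflects streptokinase promoter inhibition or plain growth inhibition; 0% = median of DMSO wells and 100% = positive control at its reference dose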
# KLF5 inh = suppresses KLF5 promoter-driven expression; actives 0.23% (n = 290,000); inhibition, % at 5 µM; DLD-1 KLF5 promoter-luciferase reporter, luminescence;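 active means inhibition above a per-plate limit of that plate's mean compound inhibition plus 3 SD, cut at about 60% in these data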;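 further: 0% = DMSO wells and 100% = LY294002 at 200 µM; higher means less KLF5 promoter-driven luciferase light; inactives centre near -14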
# HSF1 activator = increases HSF-1 driven luciferase reporter signal; activation, % at 9 µM; actives 1.7% (n = 300,000); NIH3T3-HGL HSF-1 luciferase reporter, MG132, 8 h; 100% = twice DMSO control signal; AID 504408;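 active means mean replicate activation of at least 50% with a set share of replicates each reaching 50%; inconclusive means only one of those two conditions met; inactive means mean below 50% and too few replicates reaching it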;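 further: 0% = median of the neutral control wells and 100% = twice that signal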
# HIF act = HIF pathway transcriptional activation; AID 1910; U2OS HRE-luciferase reporter, luminescence; normalized: DMSO 0%, desferrioxamine 100%; activation, % at 7.5 µM (by protocol); actives 0.32% (n = 300,000);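 active means mean activation of at least 10% of the iron chelator positive control signal, with at least half of replicates also reaching 10%; inconclusive means mean and replicate majority disagree about reaching 10%; inactive means mean and most replicates under 10%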
# IEC-6 cytotox = counter-screen for KLF5 inhibitors: cytotoxicity in IEC-6 cells. IEC-6 cytotoxicity, luminescence viability. inhibition, % at 5 µM. actives 0.78% (n = 290,000). AID 1825; in the data active means inhibition above about 22%;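 further: 0% = plate median of test compound wells and 100% = cytotoxic reference compound wells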
# Numbers without * were called inactive; ? = inconclusive; / = no result given.
SMILES,aSyn 5UTR inh,Platelet DG rel,AI-2 QS mod,HSF1 inhib,HSP90 inh,SKKanGAS inh,KLF5 inh,HSF1 activator,HIF act,IEC-6 cytotox
c1ccc(OCc2nc3ccccc3s2)cc1,-123,1,-12,28,17*,1,-97,49,1.3,8
Cc1cccc(OCCSc2nnc(-c3ccoc3C)n2C)c1,-11,12,25,-1,-3,0,-32,11,0.3,-1
CCOC(=O)C1(Cc2cccc(Cl)c2)CCCN(C(=O)CCSC)C1 (configuration not stated),0,-6,24,-1,4,-11,-21,-3,-18,8
Cc1noc(C)c1S(=O)(=O)N1CCC(C(=O)N2CCC(C)CC2)CC1,21,-2,28,-7,-1,7,-33,-9,-2.6,-6
c1ccc(COCCCn2cc(-c3ccccc3)nn2)cc1,14,-1,-42,-5,-7,-13,0,-7,0.1,2
CC(C)(C)C(=O)O/N=C1\CCS(=O)(=O)c2sccc21,-9,-6,4,8,0,-6,7,35,-0.2,4
O=C(O)C1CCCCN1S(=O)(=O)c1ccc2ccccc2c1 (configuration not stated),0,3,3,2,-1,-5,-30,15,0.1,2
Cc1nc2c(-c3ccccc3)c(C)nn2c(C)c1CCC(=O)O,9,16,67,-7,2,3,2,-4,-0.2,3
C=CCOC(=O)C1=C(C)N=C2SCCC(=O)N2C1c1cccs1 (configuration not stated),12,1,7,1,-2,-2,-19,-6,-0.4,-6
C/C(=N/Nc1nc(C)c(C)s1)c1cccc([N+](=O)[O-])c1,-46,-6,20,-7,4,14,-68,-10,1.0,1
CC(NC(=O)COC(=O)COc1cccc2c1OC(C)(C)C2)c1ccccc1 (configuration not stated),6,6,8,-5,-4,-3,0,-12,-1.8,4
CN(C)C(CNC(=O)c1cnc(Cl)c(Cl)c1)c1ccccc1 (configuration not stated),0,-2,21,5,-1,7,-31,11,-3.0,4
CCC(=O)Nc1ccc(C(=O)COC(=O)CCN2C(=O)C3CC=CCC3C2=O)cc1 (configuration not stated),7,0,13,-4,/,2,/,7,-0.8,/
CNC(=S)Nc1ccc(C)c(NC(=S)NC)c1,-9,-8,18,-2,5,14,-5,1,-0.5,-4
COc1ccc(NC(=O)Nc2cnccn2)c(OC)c1,4,12,22,2,-2,-1,-29,11,1.3,-7
Cc1cccc(CN2C(=O)/C(=C\c3ccc(C(=O)NCCN4CCOCC4)cc3)Sc3ccccc32)c1,5,3,5,0,0,7,-27,6,0.4,7
CC(C)(C)NC(=O)CCCSc1nc2ccccc2s1,-133,-4,29,6,1,-3,-63,31,3.9,4
Cc1cc(C)c(S(=O)(=O)N2CCN(C(=O)N3CCOCC3)CC2)c(C)c1,2,-3,-3,0,5,1,-4,-2,-1.0,-1
O=C(CSC(=S)N1CCOCC1)Nc1nc(-c2ccccc2)c(-c2ccccc2)o1,4,-4,-2,-61*,2,41,-4,-64,-0.5,4
COC(C[C@H](O)CC(=O)COCc1ccccc1)OC,-22,-4,10,0,/,-2,/,11,0.1,/
Cc1ccccc1C(=O)NC(=S)Nc1ccc(S(=O)(=O)N2CCN(C)CC2)cc1,-21,4,23,0,4,-4,-24,-2,-0.4,0
O=C(O)CCCC(=O)Nc1cccc2cccnc12,-4,-13,7,-3,-2,4,2,8,-22,-3
COc1cccc(NC(=O)c2oc3ccccc3c2NC(=O)C2CC2)c1,19,-6,21,-1,2,0,-19,-6,0.3,-6
O=C(Nn1c(SCc2ccc(F)cc2)nc2ccsc2c1=O)c1ccccc1,-13,-30,20,7,-4,4,-18,-8,0.4,7
C/C(CC(=O)Nc1ccc2c(c1)OCCO2)=N\NC(=O)Cc1ccc(Cl)cc1,-2,-2,16,1,-2,17,-4,0,0.1,-1
CCN(Cc1cc(=O)n2ccsc2n1)Cc1nc2ccccc2c(=O)[nH]1,23,1,25,1,-3,4,10,8,-0.3,10
CCCCNC(=O)c1cccnc1SCC(=O)Nc1ccccc1OC,-2,7,28,-9,-1,-1,-39,3,-0.2,-4
O=[N+]([O-])c1ccc(Cl)c(NC(=S)N2CCCC2)c1,-36,0,34,-6,-2,4,-39,6,-11,0
CCn1c(SCC(=O)NC2=NCCS2)nnc1C(C)NC(=O)c1ccccc1Br (configuration not stated),-2,2,7,2,1,-4,-1,2,-2.9,5
O=C(CCn1ccc([N+](=O)[O-])n1)Nc1nccs1,-24,4,1,25,-5,-3,7,30,-0.2,0
CCN(CC)S(=O)(=O)c1ccc(OC)c(-n2cnnn2)c1,5,7,14,0,-1,-2,-69,0,-0.4,-6
COc1ccccc1C(=O)N1CCN(CCNC(=O)C(=O)Nc2ccc(Br)c(C)c2)CC1,-89,8,21,2,-5,-2,-2,3,-0.3,-3
COc1ccc2cc(C(=O)NCc3ccccc3)c(=O)oc2c1,-18,-2,14,-1,0,0,-57,-1,-24,3
Cc1ccc(C(=O)OCC(=O)NCc2cccs2)c(C)c1,-75,1,5,6,-2,-5,-19,8,0.7,-4
Cc1cc(=O)[nH]c(SCC(=O)NCC2CCCCC2)c1C#N,4,11,1,7,-1,/,-39,-9,-0.2,5
COc1ccc2c(c1OC)C(=O)N(c1cccc(C)c1)C2,-114,7,11,32,-2,8,-132,35,2.0,1
CC(C)c1ccc(NC(=O)NC2CC3CCC(C2)N3Cc2cccs2)cc1 (configuration not stated),-27,-9,18,1,0,3,-19,19,-1.7,-6
Cc1cc(NC(=O)Nc2cccc(C(F)(F)F)c2)n(C)n1,7,6,-13,8,0,0,5,1,-0.2,2
COc1cc(CN2CCN(Cc3ccc(SC)cc3)CC2)cc(OC)c1O,-11,5,33,-7,-5,20,-18,-17,-0.3,-10
NS(=O)(=O)c1ccc(NC(=O)N[C@@H](Cc2ccccc2)C(=O)O)cc1,0,17,4,1,-2,1,-7,-10,-0.1,-3
COc1ccc(/C=C/C(=O)C2CC2)cc1COc1c(C)cccc1C,29,-1,6,6,-2,5,-28,19,-1.2,-5
Cn1c(=O)oc2cc(S(=O)(=O)NCC3CCCO3)ccc21 (configuration not stated),10,-1,23,10,-2,-1,-30,4,-0.2,4
COC(=O)c1ccc2c(=O)n(CCN3CCOCC3)c(SCC(=O)Nc3ccc(OC)cc3OC)nc2c1,2,22,13,1,1,3,-18,-4,-0.6,-3
CCN(CC)S(=O)(=O)c1ccc(C)c(NC(=O)COc2ccc3c(C)cc(=O)oc3c2)c1,-13,3,7,-3,0,1,-14,-2,0.1,-2
COc1ccc(/C(C)=C2/SC(=S)N(CCC(=O)O)C2=O)cc1,5,-1,34,-10,0,8,0,-15,-0.5,1
COc1cc(CC(=O)O)c(C(C)=O)cc1OC,12,3,37,-7,-2,0,-5,-1,-0.2,0
O=C(CCCc1ccccc1)Nc1ccc2c(c1)OCCO2,-36,-1,17,36,26*,-1,-184,75*,0.6,12
COc1ccc(-c2cc(C(=O)N3CCN(c4ccccc4)CC3)no2)cc1OC,-33,1,22,2,3,-2,-41,2,-0.3,0

# Results in HIF act, HSF1 activator and HSF1 inhib, for some of the entries so far:
SMILES	HIF act	HSF1 activator	HSF1 inhib
O=C(Nn1c(SCc2ccc(F)cc2)nc2ccsc2c1=O)c1ccccc1	0.4	-8	7
Cc1cc(NC(=O)Nc2cccc(C(F)(F)F)c2)n(C)n1	-0.2	1	8

# Remaining list, next part
SMILES,aSyn 5UTR inh,Platelet DG rel,AI-2 QS mod,HSF1 inhib,HSP90 inh,SKKanGAS inh,KLF5 inh,HSF1 activator,HIF act,IEC-6 cytotox
Cc1[nH]n2cnnc2c(=O)c1Br,12,-7,1,-4,-2,-4,-34,1,0.0,-3
COc1c([N+](=O)[O-])c(=O)n(-c2ccccc2)c2ccccc12,1,-3,4,-23,-2,2,19,-42,-0.8,-1
COc1ccc(/C=C/C(=O)c2ccccc2)cc1COc1ccc(F)cc1,-33,-1,21,4,2,1,-6,3,-0.1,2
Cn1c(CN2CCOCC2)nc2cc(NC(=O)COc3ccc([N+](=O)[O-])cc3)ccc21,1,0,1,-2,3,-1,-23,-15,-0.2,-6
c1c2c(cc3sc(N4CCCCC4)nc13)OCCO2,107*,33,19,-55*,57*,-13,13,-57,-2.8,-9
COc1ccccc1N1CC(C(=O)Nc2nnc(SCC(=O)NC(C)C)s2)CC1=O (configuration not stated),4,0,18,-2,2,-1,-10,-2,0.2,-1
C#CCNc1c2c(nc3ncnn13)CC(C)CC2 (configuration not stated),-12,-6,25,-9,3,19,-14,-15,0.1,2
C=C(C)CN(CC)C(=O)CC1C(=O)NCCN1C (configuration not stated),-8,6,5,-2,3,-5,-5,-25,-0.2,4
O=S(=O)(c1ccc(-c2ccon2)s1)N1CCN(CCN2CCOCC2)CC1,-37,1,-11,14,5,-8,-4,41,-0.7,4
O=C1NC(=Nc2ccccc2)S/C1=C\c1cccs1,-92,1,4,18,0,5,-137,21,3.1,0
O=C(Nc1ccnc(-c2ccncc2)n1)c1cccs1,-20,4,40,-6,2,-5,-7,-6,0.3,-4
O=S(=O)(Cc1ccccc1)c1nc2ccccc2n1Cc1ccccn1,-14,3,-14,-2,0,19,-15,2,0.0,0
CCCCCCCN1CCC(=O)N([C@H](CO)Cc2ccccc2)CC1,1,-2,6,-5,-5,6,-7,-6,0.2,0
CNC(=O)c1ccccc1NC(=O)c1ccco1,1,-1,4,-4,5,-5,-37,-8,-0.8,0
O=C(Cn1ncc2c3ccccc3n(Cc3ccccc3)c2c1=O)NCc1ccco1,8,-4,24,-3,-2,-10,1,-1,0.3,0
CCN(CCn1cccn1)C(=O)c1ccc2nc(Cc3ccc(OC)cc3)oc2c1,-49,-8,13,-1,1,1,2,0,0.7,-2
O=C(NNC(=O)C1CC2CCC1C2)c1ccccc1 (configuration not stated),-9,-3,31,3,1,2,-12,-2,0.3,-1
O=S(=O)(C(=CNc1ccccc1)S(=O)(=O)c1ccccc1)c1ccccc1,-38,-19,13,14,1,-8,-5,?,-0.4,-4
O=C1c2ccccc2C(=O)c2c1cccc2N1CCN(CCO)CC1,-64,7,24,-27,8,-3,-25,-26,0.7,11
Cc1ccc(CN2CCN(/N=C/C(Br)=C\c3ccccc3)CC2)cc1,-1,2,12,-1,-3,-1,-18,12,-0.4,-4
CCOC(=O)C1=C(CS(=O)(=O)c2ccccc2)NC(=O)NC1c1ccccc1OCC (configuration not stated),-3,23,14,-7,0,-3,-18,8,-0.3,-3
Cc1cccc(-c2cc(C(=O)NCc3ccccn3)c3ccccc3n2)c1,-59,3,16,5,0,-20,-7,13,0.0,0
N#CC1(NC(=O)CN2c3cccc4cccc(c34)S2(=O)=O)CCCCC1,-9,4,13,-4,/,0,/,10,0.2,/
N#C/C(=C\c1c[nH]c2ccccc12)C(=O)NC1CCCC1,-47,-4,3,11,1,-1,-105,19,1.2,-1

# Hits appear at their usual frequency; overall some 6% were active at least once.
